Screens: PubChem, National Center for Advancing Translational Sciences (NCATS)
JMJD2A Tudor inh – qHTS Assay for Inhibitors of JMJD2A-Tudor Domain; Potency, µM (titrated, usually from 114 µM), for inactives: at the highest dose activity change, negative = inhibition, hits mostly inhibitors; 390,000 compounds, 4.4% hits; AlphaScreen JMJD2A-Tudor / H3K4me3 peptide binding; Lysine-specific demethylase 4A (Homo sapiens), O75164; further: potency means the concentration at half of the fitted maximal effect; on the % scale 0 is the no-effect control and ±100 the full control effect; nearly all actives have a fitted effect of over 50% in size
HP1b binding inh – HTS for Inhibitors of HP1-beta Chromodomain Interactions with Methylated Histone Tails; Chromobox protein homolog 1 (Homo sapiens), P83916; AlphaScreen HP1-beta / biotin-H3K9me3 peptide binding; Potency, µM (doses to about 114 µM), for inactives: at the top dose activity change, negative = inhibition, usual class: inhibitors; 390,000 compounds, 0.56% hits; further: potency means the concentration at half of the fitted maximal effect; nearly all actives have a fitted effect of over 70% in size; inactives centre near 23
Target sequence (P83916 whole entry, looked up): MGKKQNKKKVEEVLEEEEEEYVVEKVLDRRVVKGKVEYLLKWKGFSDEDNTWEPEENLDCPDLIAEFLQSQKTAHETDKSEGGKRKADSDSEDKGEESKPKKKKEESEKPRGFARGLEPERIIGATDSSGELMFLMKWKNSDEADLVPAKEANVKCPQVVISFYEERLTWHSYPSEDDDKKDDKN
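AlphaScreen: HP1-beta (50 nM) preformed 30 min with biotin-H3(1-18)K9me3 peptide (50 nM) in PBS pH 7.4, 0.01% Tween-20. Compound added for 30 min at RT, then streptavidin donor/nickel chelate acceptor beads (10 ug/mL) for 30 min.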
RGS4 inh – Inhibitors of Regulator of G Protein Signaling (RGS) 4: qHTS | Potency, µM (top dose mostly 114 µM), inactives show top-dose activity change, negative = inhibition, usual class: inhibitors | 390,000 compounds, 0.039% hits | Transcreener GDP fluorescence polarization, RGS4-accelerated GTP hydrolysis | AID 504845, 2011 | Regulator of G-protein signaling 4 (Homo sapiens), P49798; further: potency means the concentration at half of the fitted maximal effect; on the % scale 0 is the no-effect control and ±100 the full control effect; nearly all actives have a fitted effect of over 75% in size; some results filed as inactive show a strong effect at the top dose
Target sequence (P49798 whole entry, looked up): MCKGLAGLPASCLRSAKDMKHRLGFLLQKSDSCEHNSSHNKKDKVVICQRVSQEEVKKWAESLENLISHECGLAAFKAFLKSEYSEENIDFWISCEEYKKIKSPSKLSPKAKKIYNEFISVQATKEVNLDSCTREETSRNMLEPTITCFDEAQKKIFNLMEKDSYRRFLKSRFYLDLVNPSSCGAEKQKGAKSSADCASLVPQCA
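MLSMR compounds (23 nl, pin-transferred) preincubated 10 min at room temperature with a 500nM (2x) first reagent, then RGS4 at 900nM (2x) plus Transcreener GDP mix added; fluorescence polarization (620/688 nm) read before and after 90 min at 30 °C.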
BAZ2B inh – qHTS Assay for Inhibitors of BAZ2B | Potency, µM (top dose mostly 114 µM), without a hit: at the top dose activity change, negative = inhibition, most hits filed as inhibitors | Bromodomain adjacent to zinc finger domain protein 2B (Homo sapiens), Q9UIF8 | AlphaScreen BAZ2B-H3K14Ac peptide displacement | 360,000 compounds, 4.4% hits; further: potency means the concentration at half of the fitted maximal effect; on the % scale 0 is the no-effect control and ±100 the full control effect; nearly all actives have a fitted effect of over 60% in size
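Multi-concentration screen (max 110 uM) measuring displacement of acetylated histone H3 peptide from BAZ2B by AlphaScreen, using 50 nM protein, 50 nM peptide and 10 ug/mL streptavidin donor plus Ni-chelate acceptor beads.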
12-LOX inh – Primary qHTS assay for inhibitors of human arachidonate 12S-lipoxygenase (ALOX12): Round 2 | purified 12hLO, xylenol orange hydroperoxide absorbance | Polyunsaturated fatty acid lipoxygenase ALOX12 (Homo sapiens), P18054 | 580,000 compounds, 1.1% hits | Potency, µM (top dose mostly 108 µM), for inactives: top-dose activity change, negative = inhibition, hits mostly inhibitors; further: potency means the concentration at half of the fitted maximal effect; on the % scale 0 is the no-effect control and ±100 the full control effect
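Hydroperoxide product was detected by ferrous iron/xylenol orange as the 573 to 405 nm absorbance ratio. Arachidonic acid at 40 uM (final) was turned over for 30 min at room temperature by 150 nM human 12hLO, pH 7.0 Hepes buffer, after 15 min compound preincubation.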
G9a inh – qHTS Assay for Inhibitors of Histone Lysine Methyltransferase G9a; 350,000 compounds, 8.8% hits; G9a H3K9 monomethylation, AlphaScreen, 2 h; Potency, µM (series often up to 102 µM), inactives show at the top dose activity, negative = inhibition, hits mostly inhibitors; AID 504332, 2011; further: potency means the concentration at half of the fitted maximal effect; on the % scale 0 is the no-effect control and ±100 the full control effect; nearly all actives have a fitted effect of over 75% in size
Target sequence (Q96KQ7 913-1193 limits assumed): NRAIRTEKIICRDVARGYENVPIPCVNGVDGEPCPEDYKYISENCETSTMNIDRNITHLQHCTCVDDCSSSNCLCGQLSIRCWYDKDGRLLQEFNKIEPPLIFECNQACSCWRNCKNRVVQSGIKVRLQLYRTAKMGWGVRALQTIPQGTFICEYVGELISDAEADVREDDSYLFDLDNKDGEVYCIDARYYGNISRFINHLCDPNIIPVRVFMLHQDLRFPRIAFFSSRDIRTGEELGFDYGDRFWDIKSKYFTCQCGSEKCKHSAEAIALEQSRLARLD
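AlphaScreen detection with an anti-monomethyl H3K9 antibody quantified product after a 2 h room-temperature reaction containing 500 nM biotinylated H3K9 peptide, 20 µM SAM and 20 nM enzyme, which had been preincubated 15 min with compound.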
PI4K2A block – qHTS for small molecular inhibitors of PI4K2A. activity change, negative = inhibition, % at 76.9 µM. purified PI4K2A, ADP-Glo luminescence, 1 h; hits give low values. AID 1346378, 2018. 420,000 compounds, 0.13% hits; in the data active means activity change below about -50%; inconclusive means mostly about -30% to -49%;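 further: -100% = wells without enzyme as full effect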
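PI4K2A activity was measured by ADP-Glo luminescence: enzyme (4 ug/mL stock) and phosphatidylinositol (1.2 mM stock) in Tris pH 7.5/MgCl2/EGTA/Triton X-100 buffer were reacted with ATP (300 microM stock) for one hour at ambient temperature.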
GLS inhibitor – qHTS for Inhibitors of Glutaminase (GLS); GLS enzymatic activity, qHTS titration; 410,000 compounds, 0.21% hits; AID 624170, 2012; Potency, µM (top dose mostly 45.5 µM), for inactives: top-dose activity change, negative = inhibition, most hits filed as inhibitors; Glutaminase kidney isoform, mitochondrial (Homo sapiens), O94925; further: potency means the concentration at half of the fitted maximal effect; on the % scale 0 is the no-effect control and ±100 the full control effect
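Assay buffer: 45 mM KH2PO4 pH 8.2, 0.02% Tween-20. hKGA acts on L-glutamine (1 mM solution added); product glutamate is reported by an oxidase/peroxidase Amplex Red coupling, with fluorescence taken at baseline and 30 min.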
ERG-DNA inh – qHTS for Small Molecule Inhibitors of the ERG Ets/DNA interaction; 370,000 compounds, 0.028% hits; Transcriptional regulator ERG (Homo sapiens), P11308; Potency, µM (top dose mostly 76.9 µM), inactives show at the highest dose FP activity, negative = inhibition, hits mostly inhibitors; fluorescence polarization, His-ERG Ets domain / labelled DNA; AID 624246, 2012; active means well fitted inhibition curve with a large enough effect in the polarisation, with a control signal flat; inconclusive means small, poorly fitted or top-dose-only effect, or effect the other way, or a change in a side signal; inactive means no such curve, though single readings can be large or run the other way; the % refers to the polarisation;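 further: polarization taken with two DNA probes labelled with fluorescein and Texas red; potency means the concentration at half of the fitted maximal effect; % of control where 0% means no effect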
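His-tagged ERG Ets domain (1 uM in the protein solution; 300mM KCl, 50mM Tris-HCl, 1mM EDTA, 1mM DTT, pH 7.5) received compound, then a probe mix of 5 nM fluorescein-DNA and 100nM Texas-615-DNA. Fluorescence polarization was read for both dyes.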
An asterisk follows results filed as active; ? = inconclusive; . = no result given; & = joins results of further samples; [ ] = dose if it differs, or a comment. Unless noted, the call rests on the fitted dose curve; in most records, active means well fitted curve in the direction sought with a large enough effect; inconclusive means small, poorly fitted or top-dose-only effect, or another doubt; inactive means no such curve, though single readings can be large; an effect the other way counts as inactive or inconclusive. The list is partial; the hit share may differ from the screen's.

JMJD2A Tudor inh	HP1b binding inh	RGS4 inh	BAZ2B inh	12-LOX inh	G9a inh	PI4K2A block	molecule	GLS inhibitor	ERG-DNA inh
-23.8%	-4.5%	-8.3%	-8.1%	?	19.7%[12.7 µM]	-69.7*	Cc1ccc2nc(-c3ccccc3)cn2c1	8.5%	-7.9%
-2.5%	34.8%	-18.0%	-5.2%	-26.7%	3.4%	1.6	CC1CCN(C(=O)c2ccc(Br)c(S(=O)(=O)N3CCOCC3)c2)CC1	7.0%	13.2%
-18.8%	9.5%[57 µM]	13.7%	-3.0%	0.0%	13.6%[59 µM]	1.8	N#Cc1ccccc1NC(=O)C(=O)NCCc1csc2nc(-c3cccc(F)c3)nn12	-3.6%	10.7%
-11.1%	23.4%	22.9%	8.4%	-6.5%	17.7%[2.33 µM]	3.9	O=C(Oc1c(-c2ccccc2)oc2ccccc2c1=O)c1ccccc1	3.1%	-4.2%
?	28.7%	-10.7%	2.3%	9.8%	12.9%[0.501 µM]	6.1	CCCC(=O)Nc1nnc(C2CCCO2)s1 (stereo not drawn)	2.1%	-3.3%
-12.4%	20.2%	-2.2%	2.0%	-2.6%	3.6%[59 µM]	2.9	Cc1cccc(C)c1NC(=O)c1ccc(-n2cncn2)nc1	5.1%	-2.5%
2.82µM*	2.51µM*	-34.1%	2.82µM*	-27.0%	?	1.6	COc1ccccc1/C=C/C(=C1/C(=O)N(c2ccccc2)N=C1C)c1ccc(C)cc1	1.9%	-0.7%
50.1µM*	?	-33.8%	35.5µM*	0.0%	28.2µM*	-6.2	Cn1cccc1/C=N/N1CCN(Cc2ccccc2Cl)CC1	34.5%	5.6%
-13.9%	27.1%	9.2%	-0.9%	13.4%	-9.9%	-1.3	Cc1ccccc1OCC(=O)NNC(=O)CN1C(=O)c2ccccc2C1=O	9.4%	-1.2%
-22.6%	-0.8%	?	8.9%	22.5%	17.2%[59 µM]	-6.4	Cc1ccc(S(=O)(=O)N2CCN(C(=O)[C@H](Cc3ccccc3)NC(=O)c3ccco3)CC2)cc1C	8.0%	3.0%
-12.2%	20.2%	8.5%	1.2%	-11.6%	-14.2%[2.33 µM]	1.8	CN(Cc1ccccc1)C(=O)c1ccc(NC(=O)Cc2cccc(NC(=O)C3CCN(C(=O)C4CCC4)CC3)c2)cc1	1.8%	4.3%
-10.6%	31.1%	22.4%	-3.7%	-3.4%[57.4 µM]	-11.7%	1.5	CC(C)(CC(=O)O)Cc1nc(-c2ccc(Cl)cc2)no1	4.5%	-2.6%
-11.4%	34.4%	4.5%	8.7%	-1.4%	-29.3%	-0.2	COc1ccccc1N(CC(=O)Nc1c(C)n(C)n(-c2ccccc2)c1=O)S(=O)(=O)c1ccc(C)cc1	8.1%	0.6%
?	16.5%	2.1%	-1.5%	?	3.1%[59 µM]	6.8	CCOC(=O)c1ccc(NC(=O)CCc2c(C)nc3c(c(C)nn3-c3ccccc3)c2C)cc1	1.0%	5.1%
-18.6%	30.3%	29.6%	-0.8%	-11.0%	?	-1.7	CC(Oc1cccc(F)c1)C(=O)Nc1ccc(N2CCOCC2)cc1 (stereo not drawn)	22.5%	3.3%
-12.3%	3.6%	39.9%	4.7%	-6.3%	8.2%[59 µM]	-1.9	O=C(O)CCNS(=O)(=O)c1ccc(Oc2ccccc2Cl)cc1	9.7%	-18.2%
?	16.2%	-11.6%	?	-11.2%	-23.4%[59 µM]	2.7	Cc1oc(-c2ccccc2F)nc1Cn1c(SCc2cccc(Cl)c2)nc2ccncc21	3.2%	-3.6%
-15.1%	35.8%	-12.2%	.	?	.	0.2	C=CCN1C(=O)[C@H]2CCC=C[C@H]2[C@@H]1c1cccc(C)c1	-4.1%	12.8%
-7.7%	35.5%	-9.9%	10.5%	-3.1%	9.0%	-3.1	CC1(C)C2CC=C(/C=N/NC(=O)c3ccc(O)cc3)C1C2 (stereo not drawn)	6.6%	1.5%
-20.5%	10.1%	-38.8%	7.4%	-0.2%	8.4%[59 µM]	-3.0	COC(=O)c1c(NC(=O)CC2Sc3ccc(C(F)(F)F)cc3NC2=O)sc(C)c1C (stereo not drawn)	6.0%	0.9%
15.8µM*	0.3%	?	?	-50.4%	2.82µM*	-13.0	COc1ccccc1-n1c(-c2cc(-c3ccco3)[nH]n2)n[nH]c1=S	-22.0%	13.8%
-30.5%	13.8%	-29.5%	-34.1%	-16.2%	79.4µM*	2.5	CCCCCCCn1c(=N)n(CC(O)c2ccco2)c2ccccc21 (stereo not drawn)	2.2%	10.1%
-19.2%	25.8%	7.0%	-19.5%	-2.7%	?	5.4	CC(=O)Nc1ccc(/C(C)=N/NS(=O)(=O)c2ccc(C)cc2)cc1	21.1%	3.9%
-28.6%	26.6%	-19.5%	?	0.0%	?	-4.4	CCOC(=O)CCCCC(=O)c1[nH]c(=O)[nH]c1CSc1nc(C)cc(C)n1	6.8%	-7.3%
-15.8%&-10.2%	0.1%&17.1%	1.3%&32.0%	-21.8%&-1.6%	-14.8%	-2.6%	2.5&-1.5	COCCn1c(=O)[nH]c2cc(C(=O)N3CCN(c4ccccc4)CC3)ccc2c1=O	0.7%&25.4%	9.5%&0.7%
-6.4%	34.9%	29.9%	-5.1%	-9.8%	?	-0.5	Cc1nn(-c2ccccc2)c2sc(C(=O)NCCN3CCOCC3)cc12	-0.3%	-1.0%
-22.4%	29.1%	-3.8%	-11.7%	4.1%	6.5%	0.8	Cc1cc(=O)oc(C)c1C(=O)NCCCN1CCN(c2ccc(F)cc2)CC1	29.0%	2.0%
?	-16.6%	?	2.9%	?	2.24µM*	-3.6	CCCc1ccc(OCC(=O)NNC(=S)NC(=O)c2ccco2)cc1	-7.3%	4.9%
10.1%	51.9%[activator]	5.1%	2.8%	?	3.1%[59 µM]	0.5	Cc1ccc2c(CC(=O)Nc3cccc(C(F)(F)F)c3)coc2c1	-1.1%	0.7%
-16.5%	32.6%	-3.9%	8.3%	?	?	-3.3	COc1ccc(NC(=O)CN2CCN(S(=O)(=O)c3ccc(Cl)cc3)CC2)cc1	2.0%	-1.1%

Random excerpt: two compounds from above, in no set order.
JMJD2A Tudor inh	HP1b binding inh	RGS4 inh	BAZ2B inh	12-LOX inh	G9a inh	PI4K2A block	molecule	GLS inhibitor	ERG-DNA inh
-22.4%	29.1%	-3.8%	-11.7%	4.1%	6.5%	0.8	Cc1cc(=O)oc(C)c1C(=O)NCCCN1CCN(c2ccc(F)cc2)CC1	29.0%	2.0%
-30.5%	13.8%	-29.5%	-34.1%	-16.2%	79.4µM*	2.5	CCCCCCCn1c(=N)n(CC(O)c2ccco2)c2ccccc21 (stereo not drawn)	2.2%	10.1%

Further results.
JMJD2A Tudor inh	HP1b binding inh	RGS4 inh	BAZ2B inh	12-LOX inh	G9a inh	PI4K2A block	molecule	GLS inhibitor	ERG-DNA inh
0.7%	25.3%	-7.3%	-2.8%	-5.6%	-10.2%[59 µM]	3.5	O=c1c2ccccc2nc(-c2ccccc2)n1Cc1ccccc1	6.0%	10.3%
3.3%	28.4%	22.0%	-16.9%	-6.5%	-24.2%	-4.9	Cc1cc(C)n(CCN(C)c2nc3nonc3nc2NC2CC2)n1	3.9%	6.3%
-27.1%	-8.4%	7.6%	-27.1%	113.7%[activator]	5.9%	1.5	CCCOc1cccc(-c2cc(C(=O)N/N=C/c3cccnc3)c3ccccc3n2)c1	-6.2%	-7.8%
-4.6%	27.5%	-19.5%	5.6%[57.1 µM]	-14.9%	1.3%	-0.6	Cc1cc(/C=C(/C#N)c2cccc(Cl)c2)c(C)n1C	4.6%	-2.5%
-14.9%	29.9%	-4.5%	14.1%	-6.4%	44.7µM*	-6.6	O=c1c2cn[nH]c2[nH]c(=S)n1-c1ccccc1Cl	0.6%	-8.7%
6.2%	99.5%[activator]	2.4%	12.5%	-9.3%	-8.5%[2.33 µM]	-11.0	CCCCOc1ccc(C(=O)Nc2cccc(C)n2)cc1	1.4%	-5.8%
-24.7%	19.6%	?	?	?	79.4µM*	-9.1	CC(=O)Nc1cccc(NC(=O)Cc2cccs2)c1	-12.5%	-9.5%
-9.2%[11.4 µM]	-11.0%	-24.7%[11.4 µM]	7.8%	0.0%[57.4 µM]	0.7%[12.7 µM]	0.5	COc1cccc(-n2c(C)nc3c(cnn3-c3ccc(Cl)cc3)c2=O)c1	44.0%[activator]	-1.2%
